High-throughput results (PubChem BioAssay)
PME-1 inh: blocks human protein phosphatase methylesterase 1; inhibition, % at 5.9 µM; 320,000 tested, 0.53% active; recombinant PME-1, FP-Rh probe fluorescence polarization; Q9Y570;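 active = inhibition above the campaign mean of all compounds plus 3 SD, cut at about 26% in these data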;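 note: competitive labeling of PME-1 active site by serine hydrolase directed probe; 0% = PME-1 with DMSO and 100% = wells lacking PME-1 enzyme; inhibitors block probe labeling so polarization falls and inhibition rises; many of its hits are not listed in these tables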
Target sequence (Q9Y570 whole entry, looked up): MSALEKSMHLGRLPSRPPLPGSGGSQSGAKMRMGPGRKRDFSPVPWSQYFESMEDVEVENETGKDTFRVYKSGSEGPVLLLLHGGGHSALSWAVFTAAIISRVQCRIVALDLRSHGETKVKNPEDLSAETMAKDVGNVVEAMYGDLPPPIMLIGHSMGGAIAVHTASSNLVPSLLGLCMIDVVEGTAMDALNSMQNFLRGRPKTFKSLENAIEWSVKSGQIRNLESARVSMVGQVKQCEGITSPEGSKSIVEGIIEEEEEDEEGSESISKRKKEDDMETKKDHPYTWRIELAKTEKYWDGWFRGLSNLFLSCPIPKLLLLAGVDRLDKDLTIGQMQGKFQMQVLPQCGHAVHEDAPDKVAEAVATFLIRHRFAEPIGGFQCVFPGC
MEX-5 binding: C. elegans MEX-5 TCR-2 RNA binding activity; 300,000 tested, 0.38% active; MEX-5/FITC-TCR2 RNA binding, fluorescence polarization; active compounds read low; Q9XUB2; activity score (negative = inhibition of binding), % at 10 µM;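 active = inhibition past about -25% in most replicates, and total fluorescence under double the plate's negative control median, limit read from the data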;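 note: 0% = DMSO and -100% = 5 µM competing unlabeled TCR2 RNA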
GLD-1 RNA inh: GLD-1-TGE RNA interaction inhibition (C. elegans); Q17339; purified GLD-1 + fluorescein TGE RNA, fluorescence polarization; inhibition, % at 5.96 µM; 320,000 tested, 0.44% active; AID 2280;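 active = percent inhibition above a per-plate cutoff, the plate mean of test compounds plus 3 SD, cut at about 30% in these data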;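 note: 0% = DMSO wells with GLD-1 and probe and 100% = wells lacking GLD-1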
Target sequence (Q17339 whole entry, looked up): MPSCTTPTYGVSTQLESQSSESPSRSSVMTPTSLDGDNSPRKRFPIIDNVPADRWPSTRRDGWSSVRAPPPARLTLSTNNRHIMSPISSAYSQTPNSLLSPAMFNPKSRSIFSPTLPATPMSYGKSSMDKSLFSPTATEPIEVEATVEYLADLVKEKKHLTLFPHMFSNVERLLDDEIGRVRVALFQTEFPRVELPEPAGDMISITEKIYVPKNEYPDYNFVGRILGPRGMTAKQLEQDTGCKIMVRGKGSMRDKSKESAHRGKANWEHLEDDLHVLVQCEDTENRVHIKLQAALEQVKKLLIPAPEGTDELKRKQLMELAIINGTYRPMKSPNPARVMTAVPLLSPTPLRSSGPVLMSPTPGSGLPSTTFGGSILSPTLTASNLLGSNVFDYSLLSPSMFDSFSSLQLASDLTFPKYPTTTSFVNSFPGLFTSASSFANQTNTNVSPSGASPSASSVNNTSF
Fam108B inh: blocks mouse Fam108B hydrolase in RBBP9 counter-screen; recombinant Fam108B, FP-Rh probe fluorescence polarization; inhibition, % at 9.51 µM; 300,000 tested, 0.33% active; AID 1947;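 active = inhibition above the screen mean inhibition plus 3 SD, computed separately per campaign, cut at about 18% in these data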;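 note: inhibitors lower polarization as less probe binds the enzyme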
VLA-4 inh: inhibition in a human VLA-4 binding assay; AID 2557; 330,000 tested, 0.2% active; P13612; inhibition, % (about 7 µM as worked out from the volumes in the protocol); VLA-4 expressing cells, ligand binding flow cytometry; in the data active = inhibition above about 50%
Efflux pump mplx: inhibitors of Candida antifungal efflux pumps expressed in yeast | S. cerevisiae Candida pump triplex, Nile Red efflux | inhibition, % at 10 µM | 330,000 tested, 0.44% active;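 active = plate passing quality check with inhibition over a set limit, or well fluorescence over plate mean plus 4 SD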;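 note: Nile Red retained in pooled yeast measured as flow cytometry median fluorescence; 0% = buffer negative control and 100% = Enniatin B positive control; higher means more Nile Red kept so more efflux inhibition; some compounds called inactive have numbers as strong as hits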
MCL1-BIM inh: MCL1-BIM-BH3 interaction inhibition (human); 320,000 tested, 0.68% active; inhibition, % at 10.9 µM; GST-MCL1 / FITC-Bim-BH3 fluorescence polarization;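 active = inhibition above the mean inhibition of all tested compounds plus 3 SD, set per campaign, cut at about 40% in these data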;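 note: 0% = DMSO wells and 100% = unlabeled Bim-BH3 peptide control; higher means more loss of mP so more displacement of Bim peptide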
GRK2 aptamer HTS: human GRK2 inhibition via aptamer displacement. bead flow cytometry, FAM-aptamer displacement from GRK2. inhibition of aptamer binding, % at 10 µM. 330,000 tested, 0.59% active;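 active = inhibition of aptamer binding above 40%, roughly 3 SD of noise, on plates passing a quality check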;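 note: median bead fluorescence of bound FAM aptamer so fluorescent compounds give negative values; no value below 0 was filed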
Bcl-xL primary: Bcl-xL (human) inhibition; GST-Bcl-xL / FITC-Bim BH3 peptide fluorescence polarization; inhibition, % at 10.9 µM; 320,000 tested, 0.7% active;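 active = inhibition above the mean of all tested compounds plus 3 SD, cutoff set per campaign, cut at about 30% in these data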;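 note: 0% = DMSO wells and 100% = unlabeled Bim-BH3 peptide competitor; inhibitors lower millipolarization by displacing the labeled peptide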
Target sequence (Q07817 whole entry, looked up): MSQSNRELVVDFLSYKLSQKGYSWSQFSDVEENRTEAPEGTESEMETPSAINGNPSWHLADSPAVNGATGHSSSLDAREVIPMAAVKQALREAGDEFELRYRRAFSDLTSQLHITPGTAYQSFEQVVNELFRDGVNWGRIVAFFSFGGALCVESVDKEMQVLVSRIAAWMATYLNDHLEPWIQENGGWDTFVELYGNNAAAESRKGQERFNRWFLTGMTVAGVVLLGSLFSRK
* hit, by the source's call; . = not tested or not shown.

# | Compound | PME-1 inh | MEX-5 binding | GLD-1 RNA inh | Fam108B inh | VLA-4 inh | Efflux pump mplx | MCL1-BIM inh | GRK2 aptamer HTS | Bcl-xL primary
1 | CCOC(=O)c1ccccc1NC(=O)c1ccc(Cl)c(S(=O)(=O)N2CCOCC2)c1 | -12 | . | 6 | -2 | 0 | -0.2 | 1 | 0 | 5
2 | N=C(N)Cc1ccccc1Sc1ccccc1 | 0 | -1.8 | 2 | 0 | -16 | -0.2 | -5 | 0 | 2
3 | O=C1CN(C(=O)/C=C/c2cc(Br)ccc2F)CCN1 | -11 | -0.1 | 4 | -2 | 3 | -0.2 | 2 | 0 | 6
4 | COc1ccc(Cl)cc1NS(=O)(=O)c1cccc(C(=O)NCC2(N(C)C)CCCCC2)c1 | . | 2.1 | . | . | 14 | 0.7 | . | 0 | .
5 | CCN(CC)c1ccc(NC(=O)CN(C)Cc2cccs2)cc1 | 10 | 1.2 | -1 | 1 | -19 | -0.1 | 8 | 0 | 7
6 | c1ccc(Cn2ncc3c(N4CCOCC4)ncnc32)cc1 | 2 | -2.3 | -8 | 5 | -4 | 0.2 | -2 | 1 | -3
7 | Oc1ccc(/C=N/N2CCN(Cc3ccccc3)CC2)cc1 | 1 | 3.2 | 2 | -1 | 0 | 0.1 | -8 | 0 | 0
8 | Cc1ccc(S(=O)(=O)Nc2ccc(NC(=O)c3cccnc3)cc2)cc1 | 5 | -2.7 | -2 | 5 | 19 | -0.1 | 8 | 6 | 8
9 | C/C=C/C(=O)OCC(=O)Nc1ccc(OC)c(OC)c1 | 0 | 1.2 | -1 | 0 | -6 | -0.1 | -12 | 0 | -5
10 | CCc1ccc(NC(=O)CSc2nnnn2C)cc1 | -2 | 2.4 | 0 | 4 | 30 | -0.1 | 0 | 0 | 2
11 | CN(/N=C/c1cccs1)c1cc(=O)n(C)c(=O)[nH]1 | -2 | -3.6 | 3 | 2 | 10 | 0.0 | -4 | 0 | -3
12 | CS(=O)(=O)c1ccc2nc(NC(=O)c3ccc(Cn4cc(Br)cn4)o3)sc2c1 | -11 | -7.9 | 1 | -8 | 6 | 0.0 | -1 | 3 | 8
13 | O=[N+]([O-])c1cccnc1Sc1n[nH]c(-c2ccc(Cl)cc2)n1 | 3 | -1.2 | 0 | 0 | -1 | -0.1 | 1 | 1 | 3
14 | O=C(COC(=O)/C=C/c1ccc(Cl)cc1Cl)Nc1cc(C(F)(F)F)ccc1N1CCOCC1 | -5 | 0.3 | 3 | 0 | -10 | 0.5 | -2 | 0 | -8
15 | O=C(NCc1ccccn1)/C(=C/c1ccco1)NC(=O)c1ccccc1 | -6 | -3.4 | 6 | 2 | -9 | -0.1 | 17 | 0 | 12
16 | COc1ccc(-n2c(CN3CCN(C)CC3)nc3ccc([N+](=O)[O-])cc3c2=O)c(OC)c1 | -5 | -0.5 | 2 | 6 | 11 | 0.1 | -2 | 0 | 1
17 | CCOc1ccc(-n2c(=S)sc3c(=O)[nH]c(SCC(=O)NCc4ccco4)nc32)cc1 | 1 | -6.6 | -1 | -2 | 0 | 0.2 | 13 | 0 | 4
18 | CN(C(=O)COC(=O)/C=C/c1ccc(C(F)(F)F)cc1)C1CCS(=O)(=O)C1 (stereo not given) | 0 | 4.9 | 4 | -5 | -9 | 0.1 | -6 | 8 | -3
19 | O=C(c1ccco1)N1CCN(S(=O)(=O)c2ccccc2)CC1 | -7 | 2.2 | 5 | -1 | 2 | 0.0 | -16 | 2 | 4
20 | O=C(Nc1ccc(Cl)cc1)NC1CCS(=O)(=O)C1 (stereo not given) | 3 | 0.1 | 4 | -1 | 18 | 0.0 | 0 | 5 | 2
21 | COC(=O)c1ccc(OC)c(CSc2nnc(COc3ccc(OC)cc3)o2)c1 | -2 | -3.8 | 4 | -6 | 24 | 0.0 | 1 | 2 | 0
22 | COc1ccc(N2CCN(C(=O)c3ccc(Br)cc3)CC2)c([N+](=O)[O-])c1 | 3 | 0.1 | -3 | -1 | 6 | 0.8 | 5 | 0 | 4
23 | COc1ccccc1NC(=S)NC(NC(C)=O)C(Cl)(Cl)Cl (stereo not given) | -8 | -1.1 | 0 | 0 | 21 | 0.0 | 1 | 0 | 1
24 | COc1ccc(NC(=O)CN(C)C(=O)CNC(=O)c2cccs2)cc1 | 3 | -0.2 | 0 | 5 | 6 | 0.2 | -14 | 4 | -9
25 | Cc1ccc(S(=O)(=O)NC(CC(C)C)C(=O)N2CC(C)OC(C)C2)cc1 (stereo not given) | 2 | -0.7 | -6 | -2 | 5 | 0.1 | 3 | 1 | 6
26 | O=C(OCC(=O)N1CCC(Cc2ccccc2)CC1)c1ccccc1NCCO | -2 | 0.5 | 2 | 4 | 13 | 0.0 | -4 | 1 | 2
27 | Cc1cc(C)c(OCCn2ccnc2)c(C)c1 | . | 0.0 | . | . | -6 | 0.0 | . | 0 | .
28 | CC(C)(C)OC(=O)N1CCCC(C(=O)Nc2ccc(C(=O)N3CCCC3)cc2)C1 (stereo not given) | . | . | 2 | . | 15 | 0.3 | . | 0 | .
29 | CN(Cc1cccc(Cl)c1Cl)CC(O)COc1ccccc1 (stereo not given) | 2 | -2.6 | -1 | 1 | 2 | -0.5 | -4 | 0 | 2
30 | Cc1nc2ccccc2c2nc(NC(=O)Cc3ccccc3)nn12 | -4 | -2.8 | 2 | 0 | 13 | -0.2 | 4 | 0 | 4
31 | CC(=O)c1cccc(NC(=O)C2CCCN2S(=O)(=O)c2cccc3cccnc23)c1 (stereo not given) | 0 | -1.5 | -8 | 1 | 20 | 0.1 | 0 | 0 | 1
32 | Cc1noc(C)c1COc1ccc(C(=O)OCC(=O)OC(C)(C)C)cc1 | 0 | -0.7 | 1 | -2 | 11 | -0.1 | -2 | 0 | 5

Screen by screen, quoted from above.
Bcl-xL primary for nos. 26–30: 2, ., ., 2, 4
Efflux pump mplx for nos. 26–30: 0.0, 0.0, 0.3, -0.5, -0.2

Later entries:
# | Compound | PME-1 inh | MEX-5 binding | GLD-1 RNA inh | Fam108B inh | VLA-4 inh | Efflux pump mplx | MCL1-BIM inh | GRK2 aptamer HTS | Bcl-xL primary
33 | CCN1CCN(C(c2ccccc2)c2nnnn2CCc2ccc(OC)c(OC)c2)CC1 (stereo not given) | 3 | -0.6 | 0 | -1 | -2 | 0.0 | -2 | 1 | 0
34 | Cc1cc(Br)cc2c(C(=O)NCC3CCCO3)cc(-c3ccccc3)nc12 (stereo not given) | -2 | -2.0 | 9 | 0 | 12 | 0.5 | 3 | 0 | -2
35 | O=C(Nc1ccc(C(=O)O)cc1)/C(=C\C=C\c1ccccc1)NC(=O)c1ccc(Br)cc1 | -9 | -2.2 | 3 | -4 | 2 | -0.1 | 9 | 7 | 6
36 | COc1ccc(-c2nn(CCC(=O)O)cc2/C=C2\SC(N)=NC2=O)cc1 | 5 | 0.7 | -5 | 1 | 9 | 0.4 | 9 | 2 | 1
37 | NC(=O)CSc1nnc2n(-c3ccccc3)c(=O)c3c4c(sc3n12)CCCCC4 | 4 | 0.2 | -7 | 9 | -13 | -0.1 | -9 | 2 | -12
38 | COc1ccc(C2C(C(=O)Nc3cccc(OC)c3)c3ccccc3C(=O)N2C)cc1 (stereo not given) | 2 | 3.2 | 3 | 0 | -3 | 0.1 | 3 | 5 | -4
39 | O=C1CC(N2CCN(Cc3ccc4c(c3)OCO4)CC2)C(=O)N1CCc1ccccc1 (stereo not given) | -4 | 1.8 | -4 | 4 | 30 | -0.1 | -1 | 0 | 6
40 | O=C(CCc1ccccc1)NN1C(=O)C2C3C=CC(C3)C2C1=O (stereo not given) | -5 | -0.7 | 3 | -1 | 7 | 0.0 | 2 | 1 | -1
41 | CCN(C(=O)C(C)N1C(=O)/C(=C/c2cccs2)SC1=S)C1CCS(=O)(=O)C1 (stereo not given) | -2 | 2.2 | 3 | 2 | -2 | -0.3 | 13 | 2 | 8
42 | CCCCN(C)C(=O)c1nc2ccccn2c1CNCCCn1nnc2ccccc21 | 6 | -1.2 | 8 | 3 | 2 | 0.1 | 13 | 0 | 12
43 | COC(=O)C1=C(C)N(Cc2ccco2)C(=O)/C1=C\c1ccc([N+](=O)[O-])cc1 | -3 | 1.9 | -43 | 1 | -2 | 0.0 | -26 | 1 | -3
44 | O=C(O)/C(=C\c1cccs1)c1ccccc1 | 4 | -1.0 | -1 | 3 | 2 | 0.1 | 3 | 1 | 1
45 | Cc1ccc(C(=O)Nc2ccc(NC(=O)c3ccco3)c(C)c2)cc1 | -3 | -2.6 | 5 | -1 | 1 | 0.1 | 7 | 2 | 3
46 | O=C(CCC1CCCC1)Nc1ccon1 | 0 | 5.1 | 2 | -2 | -3 | -0.1 | 1 | 0 | 8
47 | CS(=O)(=O)N1CCC(C(=O)NNC(=O)Nc2ccc(F)c(Cl)c2)CC1 | 4 | 0.8 | 6 | 3 | -18 | -0.3 | 5 | 3 | 3
48 | CSC1=NC(C)(C)C=C(/C=C/c2ccc(Cl)cc2Cl)N1 | 4 | -0.7 | -3 | -1 | -1 | 0.0 | 12 | 0 | 7
49 | CCOc1cc(CNCCCN2CCOCC2)ccc1OCC(=O)Nc1cccc2ccccc12 | -1 | -1.0 | 0 | -1 | 17 | -0.2 | 4 | 0 | 2
50 | Cc1ccc([C@@H]2[C@@H]3C(=O)N(c4ccccc4)C(=O)[C@@H]3[C@]3(Cc4ccccc4)C(=O)N(CC4CC4)CC(=O)N23)o1 | -5 | 1.1 | 2 | -1 | 35 | 0.1 | 6 | 1 | -2
51 | Clc1cccc(Cl)c1Cn1cnc2c(N3CCCCCC3)ncnc21 | 0 | 0.7 | 6 | 2 | -9 | 0.1 | -7 | 1 | 0
52 | CCN(CC)S(=O)(=O)c1ccc2c(c1)nc(-c1ccccn1)n2C | -1 | -4.6 | 0 | 2 | 5 | 0.0 | -9 | 1 | 1
53 | O=C(NCc1ccco1)c1ccccc1NS(=O)(=O)c1cccs1 | 2 | 0.3 | 8 | 3 | -4 | -0.1 | 9 | 0 | 6
54 | CCCCC(=O)NC(c1ccc(OC)c(OC)c1)c1c(O)ccc2ccccc12 (stereo not given) | 6 | 0.8 | -1 | -3 | -55 | 0.0 | 3 | 0 | 5
55 | CC(C)NC(=O)C1COc2ccccc2O1 (stereo not given) | 1 | -0.2 | 12 | 0 | 11 | -0.1 | 9 | 4 | 9
56 | COc1ccc(CCNC(=O)c2cc3c(=O)n4cccc(C)c4nc3s2)cc1OC | 5 | 0.7 | 7 | 1 | -9 | 0.0 | 2 | 0 | 5
57 | NC(=O)CSc1nnc(Cc2cccs2)n1C1CCCCC1 | 1 | -0.1 | 0 | 0 | 3 | -0.1 | 2 | 4 | 5
58 | Cc1nn(C(=O)CCC(=O)NCc2cccc(F)c2)c2ccccc12 | -2 | -1.0 | 5 | 2 | 2 | 0.0 | 14 | 3 | 6
59 | O=C1c2ccccc2C2NC(=O)C3(CCCCC3)N12 (stereo not given) | 1 | 0.0 | 0 | 0 | 3 | -0.1 | 10 | 0 | 2
60 | CSc1ccc(/C=N/N2CCN(Cc3ccccc3Cl)CC2)cc1 | 0 | 1.4 | 5 | 1 | 11 | 0.0 | -2 | 0 | 4
61 | CC(=O)O[C@H]1C2OC(=O)C(C)=C2[C@@H]2OC(=O)[C@]3(CCC4OC41C)OC23 (stereo not given in full) | 0 | -0.3 | 1 | -1 | 25 | 0.0 | -8 | 1 | 5

An excerpt; rates above refer to the full screens.
